Screening results as filed in PubChem.
SSB-PriA inh – blocks PriA binding to SSB C-terminal tail; AlphaScreen SSBct-PriA binding, biotinylated peptide; inhibition, % at 33 µM; 430,000 compounds, 0.6% hits; AID 1272365; in the data active = inhibition mostly above about 37%, no sharp cut-off; inactive = mostly below about 20%;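 also: plate controls were negative control peptide for no effect and reference peptide for full effect; strong numbers were not always called active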
Starred values were filed as active, the others as inactive; & = joins results of further samples.

SMILES	SSB-PriA inh
COc1ccccc1OCC#CCNC(=O)Nc1cccc(Cl)c1	-31.0
C/C(C=NNC(=O)c1ccc(Cn2cc([N+](=O)[O-])cn2)o1)=C\c1ccccc1	-8.9
COC(=O)NN=Cc1cc(OC)c(O)c([N+](=O)[O-])c1	-11.6
CCOc1cn(C)c(C(=O)NCc2ccccc2)cc1=O	-6.0
Cc1cc(=O)n2c(n1)SCC2CC(=O)NCCn1ncc2c(=O)n(Cc3ccccc3F)cnc21 (configuration not stated)	9.0
COc1cc(C(=O)NCc2ccccc2Cl)ncn1	-6.0
Cc1ccc(NC(=O)Cn2nc3ccc(SC4CCCCC4)nn3c2=O)cc1C	-4.0
Cn1nc(C(=O)NC2CCN(c3ccccn3)C2)ccc1=O (configuration not stated)	-2.0
COC(=O)C1=C(C)Nc2ncnn2C1c1ccc(-c2ccccc2)cc1 (configuration not stated)	6.0
O=C(NNC(=O)c1cccc2ccccc12)c1ccc(=O)n(Cc2ccccc2)c1	-5.0
COc1ccc(S(=O)(=O)Nc2nc(C(=O)NCc3cccs3)cs2)cc1	2.0
CCOC(=O)CSc1nc2cc(OC)c(OC)cc2c2nc(CCn3nc(C)cc3C)nn12	3.0
Nc1ccc(C(=O)NN=Cc2ccc(OC(=O)c3ccccc3Cl)cc2)cc1	-2.4
O=C(Cn1nc(-c2ccccc2)c2sc(N3CCOCC3)nc2c1=O)c1ccc2c(c1)OCCO2	-2.0
CC(=NOC(=O)C1CC12CCC2)c1ccc(Br)cc1 (configuration not stated)	-57.2
CO[C@@H](CNC(=O)C(=O)Nc1ccc(F)c(F)c1)c1ccsc1	-19.0
COc1ccc(S(=O)(=O)NCCOc2ccc(F)cc2)cc1C	1.0
O=C(NNC(=O)c1ccccc1F)c1ccc(=O)n(Cc2ccccc2)c1	-2.0
O=C(CSc1nc2ccccc2[nH]1)N/N=C(/c1ccccc1)C(O)c1ccccc1 (configuration not stated)	-1.0
CCCCN(C)S(=O)(=O)c1ccc(C(=O)Nc2cnc(-c3cc(OC)ccc3OC)s2)cc1	1.0
CCc1cccc2sc(N(Cc3ccccn3)C(=O)c3ccccc3S(C)(=O)=O)nc12	6.0
CN1CCN(C(=O)C2CCCN(c3ccc(-c4ccccc4)nn3)C2)CC1 (configuration not stated)	2.0
Cc1cc(C)nc(NN=Cc2ccccc2OCc2ccc(Cl)cc2)n1	5.4
COc1ccc(CCC(=O)NCCN2CCO[C@H](c3ccccc3)C2)cc1	-4.0
Cc1cc(-c2nnc(NC(=O)COc3ccc(Cl)cc3Cl)o2)n(C)n1	-3.0

(further entries)
SMILES	SSB-PriA inh
O=C(NN=Cc1cc([N+](=O)[O-])ccc1O)c1cccc2cc[nH]c12	17.7
O=S(=O)(c1ccccc1F)N1CCOC(c2ccccc2)C1 (configuration not stated)	-3.0
Cc1cc(N)nc(N2CCc3ccccc32)n1	-6.0
Cc1cc(C)n(-c2ccc(C(=O)Nc3nc(C)c(C)s3)nn2)n1	-19.0
O=C1COc2ccc(C(=O)COc3cc(=O)n4ccccc4n3)cc2N1	-14.0
Fc1ccc(/C=N\n2cnnc2)cc1	4.0
O=C(NN=Cc1ccc2c(c1)OCO2)c1ccco1	0.6
Cn1c(=O)c(/C=C\c2cccc(F)c2)nc2ccccc21	-15.0
Cc1cc(C)n(-c2nc(CCNS(=O)(=O)c3ccc(Cl)s3)cs2)n1	-6.0
COCCNC(=S)NN=Cc1ccc(OCc2ccc(C(=O)OC)cc2)c(OC)c1	-9.6
O=C(C[C@@H]1Nc2ccccc2NC1=O)Nc1cccc(C(=O)O)c1	-2.0
COc1cc2[nH]c3c(=O)n(CCC(=O)N4CCN(c5ccccc5OC)CC4)cnc3c2cc1OC	-15.0&3.0
CCc1ccc(C(C)=NNC(=O)CNC(=O)/C=C/c2ccccc2OC)cc1	-10.2
O=C(Nc1ccc2c(c1)OCO2)c1cc(N2C(=O)CCS2(=O)=O)ccc1Cl	-9.0
CC(=O)Nc1ccc(NC(=O)c2c[nH]c3ccccc3c2=O)cc1	-10.0
COc1ccc(-c2cnc(SCc3cccc(Cl)c3)[nH]2)cc1	4.0
CC(C)(C)c1ccc(C(=O)NCc2nnc(SCC(=O)Nc3ccc4c(c3)OCCO4)o2)cc1	17.0
COc1ccc(-c2ccc(=O)n(CCCNS(=O)(=O)c3ccc(F)cc3)n2)cc1	-5.0
COc1ccc(S(=O)(=O)N2CCCC2C(=O)Nc2cccc3c2C(=O)N(C)C3=O)cc1 (configuration not stated)	-15.0
O=S1(=O)N=C(N(CCO)N=Cc2ccc(Br)cc2)c2ccccc21	-6.9
CSCCC(C)(O)CNC(=O)NCc1ccccc1 (configuration not stated)	-2.0
COc1ccccc1N1CCN(Cc2cc(=O)c(OCc3cccc([N+](=O)[O-])c3)co2)CC1	-4.0
N#Cc1c(NC(=O)C2=COCCO2)sc2c1CCN(Cc1ccccc1)C2	-9.0&8.0
CCCC(=O)NCCOc1ccc2nnc(-c3cccc(OC)c3)n2n1	1.0
COc1ccc(CCNC(=O)Cc2cc(=O)[nH]c(SCc3cccc(Cl)c3)n2)cc1	-16.0

(continued)
SMILES	SSB-PriA inh
O=S(=O)(Cc1cc(F)ccc1F)N1CCCSC[C@@H]1CN1CCOCC1	-6.0
O=C(CCn1nnc2ccccc21)N/N=C\c1cccc(Cl)c1	9.0
COc1cc(C(=O)NCCn2ncc3c(=O)n(Cc4ccc(Br)cc4)cnc32)cc(OC)c1OC	3.0
O=C(Nc1cccs1)N1CCN(Cc2nc(-c3ccco3)cs2)CC1	12.0
O=C(COc1ccc(F)cc1)NCc1cc(-c2ccco2)on1	-16.0
C#CCn1c(=NC(=O)/C=C/c2cccc([N+](=O)[O-])c2)sc2cc(Cl)ccc21	-2.0
O=C(Nc1ncc(Cc2ccc(F)cc2)s1)c1cc2ccccc2c(=O)o1	-12.0
CC(=NNc1ccc2nncn2n1)c1ccc(Cl)s1	-11.9
COc1cc(OC)c([N+](=O)[O-])cc1C=NNC(=O)c1ccncc1	-2.3
O=C(NCCC1=CCCCC1)c1ccc(N2CCCCS2(=O)=O)cc1	7.0
Cc1ccc2c(c1)sc(=NC(=O)c1ccc(-c3ccccc3)cc1)n2C	-15.0
O=S(=O)(CCc1ccccc1)NCC1(c2cccs2)CCCC1	-11.0
Cc1ccccc1NC(=O)CSc1nc(-c2ccccc2)[nH]c1S(=O)(=O)c1ccccc1	10.0
Cn1nc(-c2ccccc2NC(=O)c2cc(N3CCCCC3)ncn2)ccc1=O	-6.0
COc1ccc(S(=O)(=O)C(CNC(=O)c2cc(Cl)ccc2[N+](=O)[O-])c2cccs2)cc1 (configuration not stated)	4.0
COc1ccc(Br)c(C(=O)N2CCOC(c3ccc(C(F)(F)F)cc3)C2)c1 (configuration not stated)	-3.0
CCCCOc1cccc(NC(=O)CSC2=NC3=C(C(=O)CC(C)(C)C3)[C@H](c3cccs3)C2C#N)c1 (some centres not stated)	-8.0
Cc1ccc(Oc2cccc(C(=O)NCCO)c2)nn1	1.0
COc1cccc(-n2nnc3c(SC(C(C)=O)C(=O)N(C)C)ncnc32)c1 (configuration not stated)	-1.0
O=C(c1cc(-n2cccn2)ccn1)N1CCCc2ccccc21	-2.0
Cc1nnc(C2CCN(C(=O)c3ccc(-n4cccc4)cc3)CC2)s1	5.0
COc1ccccc1C1(C(=O)NCC2CCN(C(=O)NC(C)(C)C)CC2)CCOCC1	-13.0
O=C(NCC(c1cccs1)N1CCc2ccccc2C1)c1cccc(Br)c1 (configuration not stated)	-5.0
Cn1nccc1C(=O)Nc1sccc1C(N)=O	-8.0
Cc1ccc(CSc2ccc(-c3sc(-c4cccnc4)nc3C)nn2)cc1	-1.0

The list continues.
SMILES	SSB-PriA inh
O=C(c1ccco1)N1CCN([C@H](c2ccc(Cl)cc2Cl)C2Sc3nc(-c4ccco4)nn3C2=O)CC1 (some centres not stated)	-6.0
CC(=NNC(=O)c1cc(-c2ccc(O)cc2)nc2ccccc12)c1cccnc1	3.6
Cn1cc(S(=O)(=O)NCC2CCN(S(=O)(=O)c3cccnc3)CC2)cn1	1.0
CC(C)c1nnc(SCC(=O)NCc2ccco2)c2c1cnn2-c1ccc(F)cc1	-10.0
COc1ccc(C)c2sc(N(Cc3ccccn3)C(=O)CS(=O)(=O)Cc3ccccc3)nc12	-6.0
Cc1nn(C2CCCC2)c(=O)c2c1cnn2C(C)(C)C	6.0
Cc1ccc(NC(=O)Cn2c(N)nc(C)c(C)c2=O)c(C)c1	-13.0
CC(=NOC(=O)C1CC1c1ccccc1)c1ccccc1 (configuration not stated)	-56.4
CCOC(=O)N1CCN(c2nc(Nc3ccc(C)c(Cl)c3)c3nccnc3n2)CC1	-5.0
O=C(NCCc1ccc(F)cc1)C1CN(S(=O)(=O)C2CC2)C1	-12.0
C=C(C)CNC(=S)N=c1scc(C)n1CC	1.3
Cn1ccnc1SCC1CCN(C(=O)c2ccc(C(F)(F)F)cc2)CC1	1.0
COC(=O)c1sc2ccccc2c1S(=O)(=O)Nc1cc(C)c(Cl)cc1OC	-12.0
O=C(NCC#CCN1CCOCC1)c1cccc2ccccc12	-6.0
Cc1cc(C(=O)NCc2nn(CCN3CCCC3)c(=O)c3ccccc23)c(C)o1	-21.0
C/C(C=NNC(=O)c1nnn(-c2nonc2N)c1CN(C)C)=C/c1ccco1	-13.4
Cc1cc(N2CCCC2)nc(Nc2ccc(NC(=O)Nc3ccc(F)cc3)cc2)n1	-7.0
O=C(c1ccno1)N(Cc1ccccc1)c1nc2c(Cl)cccc2s1	-4.0
CC1CCCC(=CNc2ccc(O)cc2)C1=O (configuration not stated)	10.6
c1ccc(CNc2nc(-c3ccoc3)cs2)cc1	23.0
C=CCn1c(=NC(=O)C2=COCCO2)sc2cc(Br)ccc21	4.0
CS(=O)(=O)N1CCC(C(=O)NCc2cncc(-c3cccs3)c2)CC1	5.0
CCCc1c(C(=O)NN=Cc2ccc(OC)c(OCc3ccccc3)c2)nnn1-c1nonc1N	3.2
O=C(Nc1ccn2nccc2c1)c1ccc2nsnc2c1	1.0
COc1ccc(NC(=O)c2sccc2S(=O)(=O)N2CCN(c3ccccc3)CC2)cc1OC	-2.0

For reference, three of the compounds above.
SMILES	SSB-PriA inh
CCCc1c(C(=O)NN=Cc2ccc(OC)c(OCc3ccccc3)c2)nnn1-c1nonc1N	3.2
O=C(Nc1ccn2nccc2c1)c1ccc2nsnc2c1	1.0
COc1ccc(NC(=O)c2sccc2S(=O)(=O)N2CCN(c3ccccc3)CC2)cc1OC	-2.0

The listing continues:
SMILES	SSB-PriA inh
Cc1ccc(SCC(=O)N2CCCCC2)cc1	-10.0
COc1ccc(C(=O)Cn2cnc3c(cnn3C3CCS(=O)(=O)C3)c2=O)cc1 (configuration not stated)	1.0
O=C(CCn1nnc2ccccc2c1=O)NCCOc1ccc(F)cc1	-3.0
Cc1ccc(NC(=O)ON=Cc2ccc(Br)cc2)cc1	3.8
CO[C@@H](CNS(C)(=O)=O)c1ccc(Cl)s1	-6.0
O=C(Nc1ccc(F)c(F)c1)N1CCN(c2ccc3nncn3n2)CC1	-11.0
O=C=NC1C=CS(=O)(=O)C1 (configuration not stated)	-18.0
CCOc1ccc(-c2cc(=O)n(CC(=O)N3CCN(C(=O)c4ccco4)CC3)cn2)cc1	-9.0
CC(=NNS(=O)(=O)c1ccc(Cl)cc1)c1cccc(NC(=O)c2ccncc2)c1	-20.1
O=S(=O)(c1cccc2nsnc12)N1CCN(c2ccccn2)CC1	-3.0
O=C(Cn1ccc2ccccc21)NCCCn1ncccc1=O	-10.0
CCOc1ccc(S(=O)(=O)N(C)C)c2ccccc12	0.0
COc1ccc(CN(C(=O)c2ccccc2[N+](=O)[O-])C2CCS(=O)(=O)C2)cc1 (configuration not stated)	10.0
O=C(Cn1cccc(-c2nc(-c3ccc(Cl)cc3)no2)c1=O)NCc1ccc(F)cc1	-1.0
O=C(CCc1csc(NC(=O)Nc2ccccc2)n1)NCCc1ccccc1	-17.0
CC(=O)Nc1ccc(S(=O)(=O)NCC2(c3cccs3)CC2)c(C)c1	-4.0
O=C(NCC(Cc1cccc(F)c1)N1CCCC1=O)C1CC1 (configuration not stated)	-14.0
CCn1c(SCC(=O)Nc2ccccc2C(F)(F)F)nnc1-c1cccn(C)c1=O	-19.0&-11.0
O=C1C(=O)N(CN2CCN(C(=O)c3ccco3)CC2)c2ccccc21	-4.0
CS(=O)(=O)c1cccc(C(=O)N(Cc2ccccn2)c2nc3ccccc3s2)c1	2.0
CCOc1ccc(CC(=O)Nc2ccc(Br)cc2C(=O)c2ccccc2)cc1	-26.0&-11.0
COC(=O)c1ccc(S(=O)(=O)NCC2(O)CCOCC2)cc1	-9.0
C=CCc1c(C)c(C#N)c2[nH]c3ccccc3n2c1=O	5.0
O=C(COc1c(Br)cc(Br)cc1Br)NN=Cc1ccco1	-27.9
O=C(Nc1cccc2cccnc12)c1ccc(N2CCCCC2)nn1	-4.0

The results go on.
SMILES	SSB-PriA inh
O=C(NC[C@H]1CCCN1c1nccs1)c1c[nH]c2ccccc12	5.0
Cn1ccnc1SCC1CCN(C(=O)c2ccsc2)CC1	-6.0
COc1nc(C)cc2c1NCCC2	-4.0
Cc1ccnc(NS(=O)(=O)c2ccc(NC(=O)c3ccccc3Oc3ccccc3)cc2)n1	-21.0
C=CCOc1ccc2cccc(C=NNC(=O)c3cc4cc([N+](=O)[O-])ccc4s3)c2c1	-11.0
CNC(=O)ON=C(C)Cc1nnn(-c2cc(C)on2)n1	-0.4
COC(=O)c1ccccc1NC(=O)Cn1ccn(Cc2ccc(Cl)cc2)c(=O)c1=O	-16.0
O=C(CSCc1ccccc1)N1CCN(c2ccc(-c3noc(C4CC4)n3)cn2)CC1	-6.0
O=C(NN=C/C=C\c1cccc([N+](=O)[O-])c1)c1ccccn1	7.9

In a second layout: 4 of the compounds above.
SMILES: CCCc1c(C(=O)NN=Cc2ccc(OC)c(OCc3ccccc3)c2)nnn1-c1nonc1N
  SSB-PriA inh: 3.2
SMILES: COCCNC(=S)NN=Cc1ccc(OCc2ccc(C(=O)OC)cc2)c(OC)c1
  SSB-PriA inh: -9.6
SMILES: O=S(=O)(c1ccccc1F)N1CCOC(c2ccccc2)C1 (configuration not stated)
  SSB-PriA inh: -3.0
SMILES: COc1ccc(S(=O)(=O)Nc2nc(C(=O)NCc3cccs3)cs2)cc1
  SSB-PriA inh: 2.0

These rows are one share of the data; rates above refer to the full screens.
